VP16 counter = Gal4-VP16 reporter inhibition counter-screen; Drosophila S2 Gal4-VP16 UAS-luciferase, luminescence, 20 h; Potency, µM (highest dose often 53.6 µM), for the others: top-dose activity, negative = inhibition, most hits filed as inhibitors; 3.5% of 310,000 active;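 also: Gal4-VP16 expression switched on by copper sulfate through the metallothionein promoter; % is scaled to controls: 0 for no effect and ±100 for the full control effect; nearly all actives have a fitted effect of over 50% in size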
Rab9 promoter act = Rab9 promoter activation; Huh7 Rab9 promoter-luciferase reporter, luminescence, 24 h; Potency, µM (series often up to 9.22 µM), inactives show at the top dose activation, negative = inhibition, actives largely listed as activators; 2.8% of 320,000 active; AID 485297; also: % of control where 0% means no effect; nearly all actives have a fitted effect of over 60% in size
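Stable Rab9-luc Huh7, 1500 cells/well, 2 h settle; cmpd in DMSO, 24 h, 37 °C/5% CO2; luciferase reagent 10 min RT; luminescence.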
ELG1 genotoxic = genotoxicity induction in ELG1-luciferase HEK293T cells. HEK293T ELG1-luciferase reporter, luminescence, 16 h. Potency, µM (top dose mostly 46 µM), for inactives: at the highest dose activity change, positive = activation, most hits filed as activators. 1.3% of 330,000 active; also: % of control where 0% means no effect; nearly all actives have a fitted effect of over 60% in size
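ELG1-luciferase HEK293T cells, 2,000/well; compound pinned in; 16 hr, 37 °C, 5% CO2; ONE-Glo, 30 min RT; luminescence on CCD imager.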
CXXC DNA block = blocks binding of human MLL CXXC domain to DNA. MLL-CXXC / FITC-HOXA9 DNA fluorescence polarization. Potency, µM (top dose mostly 115 µM), for inactives: top-dose activity change, negative = inhibition, most hits filed as inhibitors. 0.037% of 290,000 active. Q03164; active = well fitted inhibition curve with a large enough effect in the polarisation, with a control signal flat, not every such curve was filed as active; inconclusive = small, poorly fitted or top-dose-only effect, or effect the other way, or a change in a side signal; inactive = no such curve, though single readings can be large or run the other way; the % refers to the polarisation
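Steps: dispense CXXC domain solution (7 uM) → pin compounds or unlabeled HOX-A9 DNA control → 5 min ambient → add FLSN-HOX-A9 solution (50 nM) → spin → 30 min ambient → fluorescence polarization. Tris pH 7.5/NaCl/DTT/BSA buffer.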
BRCA1 expr act = increases BRCA1 expression. Potency, µM (series often up to 46.1 µM), inactives show at the top dose activation, actives largely listed as activators. MCF7-BRCA1-FFLuc reporter, luminescence, 48 h; response scale: scaled: vehicle 0%, 10 µM genistein 100%. 1.1% of 380,000 active; also: nearly all actives have a fitted effect of over 80% in size; some results filed as inactive show a strong effect at the top dose
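MCF7 cells carrying a BRCA1-firefly luciferase reporter (2000 cells/well, phenol-red free MEM) were attached for 2 h at 37 °C, then given compounds for 48 h. Luminescence was read 15 min after luciferase reagent; activity normalized to genistein (10 microM) and DMSO.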
MBNL1-CUG inh = blocks human MBNL1 binding to CUG repeat RNA | TR-FRET MBNL1-His/biotin-(CUG)12 binding, 665/545 ratio | Potency, µM (doses to about 57.5 µM), inactives show at the top dose activity change, negative = inhibition, most hits filed as inhibitors | 0.036% of 280,000 active | Q9NR56 | AID 2675; active = well fitted inhibition curve with a large enough effect in the signal ratio, with a control signal flat, not every such curve was filed as active; inconclusive = small, poorly fitted or top-dose-only effect, or effect the other way, or a change in a side signal; inactive = no such curve, though single readings can be large or run the other way; the % refers to the signal ratio; also: % is scaled to controls: 0 for no effect and ±100 for the full control effect
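TR-FRET between His-tagged MBNL1 and biotin-(CUG)12 RNA, detected with Tb anti-His antibody (0.055 ng/ul) and streptavidin-XL665 (5 nM), 60 min at room temperature. Compounds titrated 92 nM to 58 uM; 665/545 nm ratio normalized to buffer and complex controls.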
uPA generation = blocks generation of uPA at the cell surface. cell surface uPA generation assay, qHTS. Potency, µM (top dose mostly 38.3 µM), without a hit: at the highest dose activity change, negative = inhibition, hits mostly inhibitors. 0.31% of 330,000 active; active = well fitted inhibition curve with a large enough effect; inconclusive = small, poorly fitted or top-dose-only effect; inactive = no such curve, though single readings can be large or run the other way; tested in mouse RAW 264.7 cells; also: % is scaled to controls: 0 for no effect and ±100 for the full control effect; nearly all actives have a fitted effect of over 55% in size
p53 reactivator = mutant p53 re-activation in reporter cells; 0.063% of 320,000 active; H1299 p53-A138V BP100-luciferase reporter, luminescence, 24 h; Potency, µM (series often up to 92.2 µM), for the others: top-dose activity change, positive = activation, usual class: activators; AID 504706; also: % of control where 0% means no effect; nearly all actives have a fitted effect of over 45% in size
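p53-null H1299 cells stably carrying temperature-sensitive p53-A138V and a BP100-luciferase reporter were pinned with compounds (4-point, 1:5 series) and held 24 hrs at 37 deg C. Luminescence was read 10 min after detection reagent.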
RORgamma inh = inhibitors of mouse ROR gamma transcriptional activity; Drosophila S2 Gal4-RORgamma UAS-luciferase reporter, 20 h; AID 2551; Potency, µM (top dose mostly 53.6 µM), for the others: at the highest dose activity change, negative = inhibition, most hits filed as inhibitors; P51450; 5.4% of 310,000 active; also: % is scaled to controls: 0 for no effect and ±100 for the full control effect; nearly all actives have a fitted effect of over 60% in size
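Read-out: Photinus luciferase luminescence; inhibitors lower reporter signal. Insect Schneider cells with Gal4-ROR gamma fusion under metallothionein promoter, UAS reporter; 700 uM final copper sulfate induction, 20 hr, ambient temperature.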
FLuc modulator = counter-screen for miR-21 project: firefly luciferase inhibitors or activators. 6.9% of 360,000 active. purified FLuc, Km substrates, luminescence inhibition. P08659. Potency, µM (titrated, usually from 57.5 µM), for inactives: top-dose activity change, negative = inhibition, most hits filed as inhibitors;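 also: plate controls were vehicle for no effect and reference inhibitor for full effect; nearly all actives have a fitted effect of over 55% in size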
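Purified P. pyralis luciferase (10nM final) with 10uM D-luciferin and 10uM ATP (Km levels) in 50mM Tris acetate pH 7.5, 10mM Mg acetate, 0.01% Tween-20, 0.05% BSA; qHTS 6-point titration, ~60 µM downward; luminescence read.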
NPC1 prom act = activators of NPC1 promoter. Huh7 NPC1 promoter luciferase reporter, 24 h. Potency, µM (doses to about 9.22 µM), without a hit: at the top dose activation, actives largely listed as activators. 2.4% of 320,000 active. AID 485313;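 also: % of control where 0% means no effect; nearly all actives have a fitted effect of over 60% in size; reporter is driven by a mutant NPC1 promoter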
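Huh7 cells stably carrying NPC1 promoter–luciferase, plated in Opti-MEM with 10% FBS for 2 h, were exposed to compound in DMSO for 24 h at 37 °C; luciferase reagent was added for 10 min and luminescence read.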
* hit, by the source's call; ? = inconclusive; . = no result given; [ ] = remark or other dose. Unless noted, calls follow the shape of the dose curve; as a rule, active = well fitted curve in the direction sought with a large enough effect; inconclusive = small, poorly fitted or top-dose-only effect, or another doubt; inactive = no such curve, though single readings can be large; an effect the other way counts as inactive or inconclusive. Potency is read from the fitted curve at half-maximal effect.

entry	compound	VP16 counter	Rab9 promoter act	ELG1 genotoxic	CXXC DNA block	BRCA1 expr act	MBNL1-CUG inh
1	CCCCOc1ccc(N=Nc2ccc(N)nc2N)cn1	29%	2.5µM*	?	0%	?	-3%
2	CC(=O)Nc1ccc(S(=O)(=O)NC(=O)C23CC4CC(CC(C4)C2)C3)cc1	0%	-7%	1%	-7%	23%	-7%
3	O=C(Nc1cc(Sc2ccccn2)cc([N+](=O)[O-])c1)c1ccc(Cl)cc1	16%	4%	-11%	16%	-77%[inhibitor]	?
4	COc1cccc(-c2csc(N3CCN(C(=S)NCC(C)C)CC3)n2)c1	0%	-5%	-3%	5%	-27%	10%
5	COc1ccc(Nc2nc(N3CCCC3)nc3ccccc23)c(OC)c1	-15%	-1%[1.84 µM]	-12%	?	-59%	-12%
6	COc1ccc(N2C(=O)CC(N3CCN(c4ccc(C(=O)c5cccnc5)cc4)CC3)C2=O)cc1 (configuration not stated)	-18%	-5%	-5%	1%	2%	18%
7	CS(=O)(=O)c1ccc(Cl)c(NC(=O)COC(=O)c2c(Cl)cccc2Cl)c1	8%[10 µM]	-12%	-9%	8%	-5%	1%
8	COc1cccc(CNc2nc(C(F)(F)F)nc3ccccc23)c1	-10%	-5%	-19%	7%	0%	-5%
9	Cn1c(CNC(=O)c2ccccc2F)cc2ccccc21	.	-3%	2%	0%	5%	0%
10	O=S(=O)(NCc1cn2ccsc2n1)c1ccc(Oc2ccccc2)cc1	?	-22%	-1%	-7%	-19%	-1%
11	Cc1oc(S(=O)(=O)N2CCCCC2)cc1NC(=O)Nc1ccc(Cl)cc1	2%	-3%	-8%	-5%	0%	10%
12	COc1ccccc1NC(=S)NC(=O)C(C)(C)C	-3%	11%	-4%	4%	17%	-20%

entry	uPA generation	p53 reactivator	RORgamma inh	FLuc modulator	NPC1 prom act
1	-7%	8%	0%	13µM*	3.2µM*
2	-4%	-1%	-13%	-1%	1%
3	-14%	11%	20%	?	11%
4	-5%	5%	?	?	-1%
5	?	-24%	-40%	-1%	-17%
6	.	5%	35%	0%	-2%
7	7%	-8%	3%	2%	-5%
8	1%	3%	?	0%	-7%
9	-56%	.	.	-1%	-2%
10	-6%	1%	?	4%	-16%
11	-12%	-4%	?	5%	-6%
12	8%	-13%	23%	-11%	5%

(continued)
entry	compound	VP16 counter	Rab9 promoter act	ELG1 genotoxic	CXXC DNA block	BRCA1 expr act	MBNL1-CUG inh
13	CC(C)(C)C1CCc2c(sc(NC(=O)c3ccncc3)c2C(N)=O)C1 (configuration not stated)	-16%	17%	-7%	?	6%	10%
14	CC(C)CN1CCCC(N2CCN(c3cccc(Cl)c3)CC2)C1 (configuration not stated)	3%	-3%	-4%	-6%	7%	2%
15	O=C(NCC(=O)N(c1cccnc1)C(C(=O)NC1CCCC1)c1ccco1)c1cccs1 (configuration not stated)	-5%	4%	1%	2%	-1%	0%
16	CCOC(=O)c1ccc(S(=O)(=O)N2CC(=O)Nc3ccccc32)cc1	-18%	-2%	3%	14%	-30%	?
17	COc1ccc(CCNC(=O)c2ccc(=O)[nH]c2)cc1	-1%	-4%	1%	-3%	1%	-4%
18	Cc1cccc(N2CC(C(=O)NCC3COc4ccccc4O3)CC2=O)c1C (configuration not stated)	.	-3%	0%	.	12%	.
19	CCOC(=O)c1cc(C(=O)Nc2sc3c(c2C#N)CCCC3)nn1C	-2%	?	7%	14%	42%	83%[activator]
20	CC(NC(=O)Cn1cc(Br)c([N+](=O)[O-])n1)c1ccccc1 (configuration not stated)	-4%	-1%	1%	0%	-17%	22%
21	Cc1cc(C)c2c(=O)[nH]n(C(C)C)c2n1	-5%	-2%	?	-7%	0%	-12%
22	Cc1nnn(C23CC4CC(CC(CC(=O)Nc5ccc(C)c(Cl)c5)(C4)C2)C3)n1	-17%	0%	-8%	7%	-67%	.
23	COC(=O)C(C)(C)ONC(=O)Nc1ccc(C)cc1	24%	?	1%	9%	37%	?
24	CCSC1=NCCN1C(=O)Cc1ccc(-c2ccccc2)cc1	-5%	-1%	-5%	-11%	13%	-3%

entry	uPA generation	p53 reactivator	RORgamma inh	FLuc modulator	NPC1 prom act
13	-5%	?	?	2.7µM*	18%
14	-5%	?	1%	-4%	2%
15	-2%	-5%	18%	2%	2%
16	-4%	?	8%	-4%	-3%
17	2%	-3%	-13%	0%	1%
18	-7%	5%	.	3%	0%
19	4%	-10%	3%	4.8µM*	2%
20	0%	18%	17%[1.91 µM]	2%	2%
21	-3%	-3%	-4%	8%	1%
22	11%	2%	15%[10 µM]	4%	-4%
23	0%	?	17%	?	21%
24	-9%	-5%	33%	-9%	-2%

Nos. 10–17 of the list above:
entry	compound	VP16 counter	Rab9 promoter act	ELG1 genotoxic	CXXC DNA block	BRCA1 expr act	MBNL1-CUG inh
10	O=S(=O)(NCc1cn2ccsc2n1)c1ccc(Oc2ccccc2)cc1	?	-22%	-1%	-7%	-19%	-1%
11	Cc1oc(S(=O)(=O)N2CCCCC2)cc1NC(=O)Nc1ccc(Cl)cc1	2%	-3%	-8%	-5%	0%	10%
12	COc1ccccc1NC(=S)NC(=O)C(C)(C)C	-3%	11%	-4%	4%	17%	-20%
13	CC(C)(C)C1CCc2c(sc(NC(=O)c3ccncc3)c2C(N)=O)C1 (configuration not stated)	-16%	17%	-7%	?	6%	10%
14	CC(C)CN1CCCC(N2CCN(c3cccc(Cl)c3)CC2)C1 (configuration not stated)	3%	-3%	-4%	-6%	7%	2%
15	O=C(NCC(=O)N(c1cccnc1)C(C(=O)NC1CCCC1)c1ccco1)c1cccs1 (configuration not stated)	-5%	4%	1%	2%	-1%	0%
16	CCOC(=O)c1ccc(S(=O)(=O)N2CC(=O)Nc3ccccc32)cc1	-18%	-2%	3%	14%	-30%	?
17	COc1ccc(CCNC(=O)c2ccc(=O)[nH]c2)cc1	-1%	-4%	1%	-3%	1%	-4%

entry	uPA generation	p53 reactivator	RORgamma inh	FLuc modulator	NPC1 prom act
10	-6%	1%	?	4%	-16%
11	-12%	-4%	?	5%	-6%
12	8%	-13%	23%	-11%	5%
13	-5%	?	?	2.7µM*	18%
14	-5%	?	1%	-4%	2%
15	-2%	-5%	18%	2%	2%
16	-4%	?	8%	-4%	-3%
17	2%	-3%	-13%	0%	1%

Next part.
entry	compound	VP16 counter	Rab9 promoter act	ELG1 genotoxic	CXXC DNA block	BRCA1 expr act	MBNL1-CUG inh
25	CCc1ccc(/C=C2\SC(N3CCOCC3)=NC2=O)cc1	-9%	-3%	6%	-6%	32%	?
26	CCC(C)(C)NCC(=O)Nc1ccc(OC(F)(F)F)cc1	-3%	-3%	0%	19%	36%	1%
27	CCOC(=O)C(Cc1ccc(Cl)cc1Cl)c1ccno1 (configuration not stated)	19%	-1%	-6%	9%	-2%	3%
28	O=C(c1cccc(F)c1)N1CCN(c2cc(N3CCCCC3)c(F)cc2[N+](=O)[O-])CC1	?	-4%	-3%	13%	-39%	?
29	Cc1ccc(C2c3c(oc4ccccc4c3=O)C(=O)N2c2nncs2)cc1 (configuration not stated)	3%	-3%	2%	3%	3%	?
30	COc1cc(/C=N/Nc2ccccc2)ccc1O	-1%	-1%	?	0%	-21%	4%
31	Cc1onc(-c2c(Cl)cccc2Cl)c1C(=O)N1CCCc2ccccc21	2%	-3%	-1%	10%	-80%	-1%
32	S=c1[nH]nc(COc2ccc(Cl)cc2)n1-c1ccccc1	3.2µM*	-1%	-1%	-12%	-8%	9%
33	CCC1=Nc2ccc(Br)cc2C(c2ccccc2)N1CC(=O)OC (configuration not stated)	-1%	0%	2%	11%	-46%	-15%

entry	uPA generation	p53 reactivator	RORgamma inh	FLuc modulator	NPC1 prom act
25	1%	17%	?	?	1%
26	3%	19%	22%	-2%	-1%
27	0%	4%	8%	0%	-4%
28	.	-2%	?	6%	-9%
29	-1%	2%	-31%	-3%	-2%
30	0%	8%	-11%	15µM*	4%
31	?	12%	-8%	1%	8%
32	4%	.	4µM*	3%	10%
33	-10%	-4%	-7%	1%	1%

These rows are one share of the data; the hit share may differ from the screen's.
